P. falciparum M17LAP: P. falciparum M17LAP inhibitors, primary screen, biochemical, fluorogenic H-Leu-NHMec substrate, 1536-well (AID 1619). Leucine aminopeptidase (Plasmodium falciparum (isolate 3D7)). recombinant M17LAP, H-Leu-NHMec fluorogenic kinetic assay; higher % means a stronger effect. inhibition, % at 30 µM, or IC50 in µM where a hit was titrated. 220,000 compounds, 0.38% hits;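 active = compound inhibiting the enzyme by more than half at any dose during confirmatory dose-response retesting; inconclusive = strong single-dose inhibitors picked by rank but not retested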;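 note: plate controls were full reaction with DMSO carrier for no effect and no enzyme background for full effect; strong numbers were not always called active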
P. falciparum M1AAP: P. falciparum M1AAP inhibitors, biochemical, fluorogenic H-Leu-NHMec substrate, 1536-well (AID 1445); Aminopeptidase N (Plasmodium falciparum (isolate 3D7)); recombinant M1AAP, H-Leu-NHMec fluorogenic kinetic assay; higher % means a stronger effect; one-dose inhibition, % at 30 µM; IC50 in µM for titrated hits; 220,000 compounds, 0.42% hits;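 active = primary inhibition above the hit cutoff, then over 50% inhibition at one or more dose response concentrations, cut at about 23% in these data, passing the limit was not always enough; inconclusive = conflicting primary data, or primary hits not chosen for dose response; inactive = low primary inhibition, or under 50% at every dose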;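 note: plate controls were DMSO full reaction for no effect and no enzyme background for full effect; strong numbers were not always called active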
human PMI inhibition: inhibitors of human PMI, primary screen, biochemical, fluorescence intensity, coupled assay (AID 1209); Mannose-6-phosphate isomerase (Homo sapiens); purified PMI enzyme, coupled fluorescence intensity; higher % means a stronger effect; inhibition, % at 20 µM, or IC50 in µM where a hit was titrated; 190,000 compounds, 0.42% hits;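 note: plate controls were DMSO vehicle for no effect and wells lacking substrate for full effect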
RSV antiviral HEp-2: RSV antiviral activity via CPE protection, HEp-2 cells, primary 10 µM value included (AID 2391); 310,000 compounds, 0.13% hits; CPE inhibition, % at 10 µM; hits with a dose series show IC50 in µM; HEp-2 cells, RSV-induced CPE inhibition; higher % means a stronger effect; in the data active = a potency from the dose series; inconclusive = CPE inhibition mostly from about 23% at the one dose, without a potency; inactive = the rest, 99 in 100 with CPE inhibition below about 21%; note: strong numbers were not always called active
T cell modulator: modulators of CD8 T cell-vesicle binding, primary screen, mouse 2C CD8+ T cells, flow cytometry; 2C CD8+ T cell-vesicle binding; stronger effect = lower value; calls only at 7 µM; 330,000 compounds, 0.068% hits; AID 2052, 2009;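 active = response, share of CD8 T cells binding vesicles, and their 90th percentile fluorescence all below set limits, cut at about 80% in these data, passing the limit was not always enough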
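Assay system – 2C mouse CD8+ T cells · Also added – QL9-loaded Drosophila micro-vesicles · Timing – Cell–vesicle co-incubation 1.5 h at 37 °C, staining 20 min on ice · Signal – flow cytometry of vesicle-bound cells · Measure – percent CD8+ FL2 mean versus row control · Controls – Peptide-free naked vesicles (low) and QL9 vesicles with 0.7% DMSO vehicle (high)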
PMI inhibition: human PMI inhibitors, high substrate, primary screen, biochemical, fluorescence intensity, high mannose 6-phosphate (AID 1220) | recombinant PMI enzyme, coupled fluorescence intensity; higher % means a stronger effect | one-dose inhibition, % at 20 µM; IC50 in µM for titrated hits | Mannose-6-phosphate isomerase (Homo sapiens) | 190,000 compounds, 0.66% hits
West Nile antiviral: West Nile virus antiviral activity, cell-based, CPE readout (AID 1621); West Nile virus-infected cells, CPE inhibition; higher % means a stronger effect; CPE inhibition, % at 10 µM; hits with a dose series show IC50 in µM; 290,000 compounds, 0.02% hits; in the data active = a potency from the dose series; inconclusive = CPE inhibition mostly from about 3.7% at the one dose, without a potency; inactive = the rest, 99 in 100 with CPE inhibition below about 2.2%; note: strong numbers were not always called active
TNAP activation fold: human TNAP enzyme activators, primary screen, biochemical, luminescent, no phosphate acceptor, uHTS (AID 1001) | purified TNAP, luminescent activation assay, no phosphate acceptor; higher activation fold means a stronger effect | Alkaline phosphatase, tissue-nonspecific isozyme (Homo sapiens) | one-dose activation fold at 20 µM; EC50 in µM for titrated hits | 200,000 compounds, 0.03% hits; in the data active = activation fold from about 3, or a potency from the dose series; inactive = the rest, 99 in 100 with activation fold below about 1.6; note: many of its hits are not listed in these tables
UTI89 phage lysis: inhibition of K1F phage lysis, E. coli UTI89, bacterial capsule biogenesis inhibitors, alamar blue (AID 488966); 340,000 compounds, 0.02% hits; E. coli UTI89 K1F phage lysis, alamar blue, 2 h; higher % means a stronger effect; one-dose inhibition, % at 100 µM; IC50 in µM for titrated hits;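 active = phage lysis inhibition, versus mean bacterial control, above a set limit; inconclusive = no clear call, values can overlap the other calls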;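 note: capsule biogenesis inhibitors block K1F phage lysis so surviving cells raise fluorescence; higher fluorescence means more inhibition of phage lysis; actives were called in the ten point dose series up to 300 µM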
T cell modulator vesicle-bound %: recorded beside T cell modulator, whose call it bears; double positive events, %; measured here: CD8+ vesicle-bound cell fraction;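 binding gate set so that unloaded-vesicle control wells show 10% double positive cells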
* hit, by the source's call; i = inactive; ? = inconclusive; . = not tested or not shown; & = joins results of further samples; [ ] = dose if it differs, or a comment. Cut-off read from the data, not from the text of the source, unless noted: active = inhibition above about 50%; inactive = the rest.

SMILES	P. falciparum M17LAP	P. falciparum M1AAP	human PMI inhibition	RSV antiviral HEp-2	T cell modulator	T cell modulator vesicle-bound %	PMI inhibition	West Nile antiviral	TNAP activation fold	UTI89 phage lysis
O=C(Cc1cccs1)N(c1ccc(Br)cc1)C1C=CS(=O)(=O)C1 (stereo not drawn)	0%	-3%	-2%	-0.4%	i	35	1%	-0.8%	1.2	0.6%
O=C(CNC(=O)c1ccc(Br)o1)NCc1ccc(Cl)cc1Cl	.	.	.	1.7%	i	11	.	-1.4%	.	0.1%
O=C(/C(=N/N=C/c1ccc(O)c(O)c1)c1ccccc1)c1ccccc1	31%	1%	31%	7.7%	i	50	25%	0.8%	0.5	-5.2%
CCSc1nc(-c2ccco2)ccc1C#N	4%	3%	14%	2.2%	i	27	5%	0.0%	1.1	-0.7%
O=C(N/N=C\c1ccccc1)c1sccc1-n1cccc1	17%	10%	7%	1.0%	i	50	6%	0.0%	1	2.0%[50 µM]
CC1C/C(=N\NC(=O)c2cccnc2)CC(C)(C)C1 (stereo not drawn)	12%	8%	-18%	1.2%	i	30	-10%	0.8%	0.9	0.5%
COC(=O)c1ccc2c(C)c(C(C)(C)O)[nH]c2c1	.	.	.	6.3%	i	28	.	-0.6%	.	-0.4%
COc1ccc(NC(=O)CSc2ncnc3c2nnn3-c2ccc(F)cc2)c(OC)c1	-1%	-2%	-14%	-0.6%	i	18	-16%	0.0%	1	0.9%
COc1cc(NC(=O)c2ccc3c(=O)n(Cc4ccco4)c(=S)[nH]c3c2)cc(OC)c1OC	1%	11%	7%	1.1%	i	38	-12%	0.5%	1.1	0.9%
CC1CC(C)CN(S(=O)(=O)c2ccc(C(=O)NCc3ccco3)cc2)C1 (stereo not drawn)	1%	3%	6%	3.5%	i	29	4%	-0.8%	1.1	-0.1%
COc1ccc(-c2cc3nc(-c4ccccc4)cc(N4CCCC(O)C4)n3n2)cc1 (stereo not drawn)	.	.	9%	?	i	52	8%	0.3%	1.1	0.1%
CCc1sc(C(=O)Nc2nccs2)cc1C	.	.	.	4.3%	i	15	.	-0.7%	.	0.4%
CN(CCO)CC(O)CN(c1ccccc1)c1ccccc1 (stereo not drawn)	8%	6%	.	.	i	29	.	-0.2%	.	-1.6%
CCCCn1c(SCC(=O)c2ccc(OCC)cc2)nc2cc(S(N)(=O)=O)ccc21	37%	0%	9%	2.2%	i	58	2%	0.2%	1	0.3%
COc1ccc(Br)c(C(=O)Nc2ccc(F)cc2)c1	-6%	-3%	.	7.5%	i	31	.	-0.3%	.	0.6%
CCOC(=O)CNC(=S)N(Cc1ccc(C)cc1)Cc1ccc(C)o1	5%	14%	-2%	1.8%	i	5	2%	-0.2%	1.1	0.3%[50 µM]
CC(C)(c1ccccc1)c1ccc(OCCCN2CCNCC2)cc1	2%	6%	6%	15%	i	22	4%	-0.9%	1.1	0.5%
Cc1cccc(OCc2nnc(SC(C)C(=O)O)n2Cc2ccccc2)c1 (stereo not drawn)	.	.	4%	3.3%	i	48	1%	0.2%	1.1	-0.2%
CCn1ccnc1CN(C)C(=O)c1cc(COc2ccc(Cl)cc2OC)on1	.	.	.	0.2%	i	7	.	-0.8%	.	1.5%[50 µM]
O=C(CCNS(=O)(=O)c1ccc(Br)cc1)NC1CCCCC1	-5%	-5%	-4%	-0.3%	i	48	-5%	-1.2%	1.1	1.2%
COc1ccc(Br)cc1CN1CCCCCCC1	2%	-2%	-3%	-1.8%	i	11	-8%	0.6%	1.1	5.2%
CCOC(=O)[C@@H]1[C@H]2COc3cc(OC)ccc3[C@@H]2N2C(=O)N(c3ccc(C)cc3)C(=O)[C@@]12C	.	.	.	1.2%	i	57	.	-0.9%	.	0.7%
Cc1ccccc1CC(=O)N1CCCC(CCC(=O)N2CCN(c3ccccn3)CC2)C1 (stereo not drawn)	5%	-1%	2%	17%	i	7	-4%	-1.2%	1.1	0.0%
COc1cc(OC)c(C(=O)OCC(=O)c2cc(C)n(CC3CCCO3)c2C)cc1OC (stereo not drawn)	6%	-2%	11%	0.2%	i	40	11%	-0.5%	1.1	0.1%
CCOC(=O)c1c(C)nc2sccn12	-2%	6%	-4%	1.4%	i	63	-2%	.	1.1	3.2%
CC(C)(C)C1CCc2sc(-c3nnc(CCl)o3)cc2C1 (stereo not drawn)	2%	6%	-2%	14%	i	1	5%	.	0.9	-0.4%
Cc1cc(NC(=O)c2ccc(Cl)cc2)no1	-3%	6%	15%	-1.1%	i	29	14%	-0.6%	1.1	1.9%
O=C(CCN1CCN(c2ccccc2)CC1)Nc1nccs1	2%	3%	9%	1.5%	i	14	-1%	-0.3%	1	0.0%
CCN(CC)S(=O)(=O)c1ccc(S(=O)(=O)NCc2cccs2)cc1	.	.	.	6.8%	i	38	.	-1.3%	.	-0.3%
CC(C)CCNC(=O)C(CC(C)C)N(Cc1ccc2c(c1)OCO2)C(=O)c1snc(C(N)=O)c1N (stereo not drawn)	4%	9%	25%	9.7%	i	24	51%*	-1.9%	1.1	0.5%
Fc1ccc(-n2c(Cc3ccccc3)nnc2SCc2nc(-c3ccc(Cl)cc3)no2)cc1	-10%	2%	18%	-0.7%	i	8	11%	-0.5%	1.1	8.5%
O=C(NCCc1ccccn1)C1CC(=O)N(Cc2ccccc2Cl)C1 (stereo not drawn)	3%	2%	-1%	0.2%	i	16	13%	-0.2%	1.1	0.6%
CCOC(=O)CNC(=O)c1ccccc1	0%	10%	-5%	-0.4%	i	8	-10%	0.5%	1	-0.2%
COC(=O)CN(C)C(=O)c1ccc(OC2CCN(S(=O)(=O)N(C)C)CC2)cc1	.	.	.	0.8%	i	33	.	-0.8%	.	0.1%
CC1CCCN(C(=O)CSc2nnc(-c3ccc(S(=O)(=O)N4CCOCC4)cc3)n2C)C1 (stereo not drawn)	16%	1%	10%	-0.5%	i	12	12%	0.0%	1.1	0.6%
Cc1cc(C)c2nc(N3CCCC(C(=O)N4CCN(c5ncccn5)CC4)C3)sc2c1 (stereo not drawn)	3%	-3%	12%	1.8%	i	32	1%	0.5%	1.1	0.1%
COc1cc(NC(=O)CN2CCCCC2C)c(C)cc1[N+](=O)[O-] (stereo not drawn)	-7%	3%	-13%	0.1%	i	43	-10%	0.4%	1	0.6%
Cc1ccccc1OCC(=O)Nc1nnc(S(=O)(=O)N2CCCC2)s1	.	.	.	6.0%	i	44	.	-0.1%	.	0.0%
CS(=O)(=O)N1CCC(Oc2ccccc2C(=O)N2CCCCC2CO)CC1 (stereo not drawn)	-2%	-2%	-3%	-0.7%	i	28	-7%	-0.1%	1.1	-0.3%
Cc1nn(-c2ccccc2)c2sc(C(=O)N3CCCCC3)cc12	7%	0%	8%	4.9%	i	36	6%	0.6%	1.1	0.0%
Cc1nn(C)c(Cl)c1C(=O)NCC(=O)O	2%	-5%	-1%	-0.3%	i	11	0%	-0.7%	1	1.5%
O=C(CCNS(=O)(=O)c1cccc2nsnc12)NCc1ccco1	3%	3%	-24%	0.8%	i	23	-10%	-0.2%	1.1	0.0%
O=C(COC(=O)c1ccco1)NC1CCCC1	.	.	.	3.2%	i	32	.	0.1%	.	0.1%
O=C(O)c1cc2ccc3cccc4ccc(c1)c2c34	.	.	.	9.5%	i	61	.	-0.1%	.	0.1%
O=C(Nc1nncs1)c1cccc(S(=O)(=O)N2CCc3ccccc32)c1	-3%	9%	-9%	2.0%	i	65	-6%	0.9%	1.1	-0.3%
COc1ccc(S(=O)(=O)Nc2ccc(N3CCOCC3)cc2)cc1Br	9%	1%	12%	7.4%	i	29	2%	0.0%	1.1	0.9%
CN1C(=O)C2(OCC(COc3ccc(Cl)cc3)O2)c2ccccc21 (stereo not drawn)	-7%	0%	21%	8.0%	i	26	22%	1.9%	1.1	1.6%
COc1ccccc1N1CCN(c2ccc(-c3ccccc3)nn2)CC1	1%	-1%	-10%	1.1%	i	11	-39%	-0.5%	1.1	0.0%
COc1ccc(C2N(C(=O)C(F)(F)F)C(C)CN2S(=O)(=O)c2ccc(C)cc2)cc1 (stereo not drawn)	.	.	.	-0.1%	i	22	.	-0.4%	.	-0.3%
CCOC(=O)c1c(C)[nH]c(C)c1C(=O)CSc1nc(N)cc(=O)[nH]1	4%	0%	10%	-0.7%	i	43	15%	0.5%	1.1	0.1%
COc1ccccc1N1CCN(S(=O)(=O)CCNC(=O)C23CC4CC(CC(C4)C2)C3)CC1	.	.	.	8.4%	i	26	.	0.4%	.	-0.2%
CS/C(=N\S(=O)(=O)c1cccs1)NC(=O)CSc1nc2ccccc2s1	23%	?	-75%	3.3%	i	59	-141%	0.1%	1.1	-5.3%&1.6%
COc1ccccc1CN(Cc1nc2ccccc2c(=O)[nH]1)C(=O)Nc1ccc(C)cc1	-18%	-3%	-8%	1.0%	i	35	-6%	-0.6%	1.1	7.6%
O=C(O)c1cc(O)ccc1NC(=O)C1CCCO1 (stereo not drawn)	.	.	.	-0.5%	i	38	.	-1.6%	.	-0.6%
C=C(C)COc1ccc(-c2n[nH]c(C)c2-c2ccccc2OC)c(O)c1	5%	4%	8%	-2.6%	i	22	4%	-0.2%	1	0.9%
CCOC(=O)N1CCC(Nc2c(NCCN3CCN(c4cccc(Cl)c4)CC3)c(=O)c2=O)CC1	-1%	6%	2%	1.2%	i	7	8%	0.1%	1.2	0.5%

Assay outcomes as filed in PubChem BioAssay.
